KLK5 inh: blocks human kallikrein 5 protease activity; Q9Y337; recombinant hK5, fluorogenic AMC substrate cleavage; inhibition, % at 5 µM; hit rate 0.59% among 210,000;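 active = inhibition of 40% or more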;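 also: 0% = enzyme controls without compound and 100% = no-enzyme blanks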
Thrombin inh: thrombin (human) inhibition; alpha-thrombin, Boc-VPR-AMC fluorogenic substrate cleavage; hit rate 0.26% among 220,000; P00734; inhibition, % at 5 µM;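 active = inhibition at or above 40%; inactive = inhibition below 40%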;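 also: 0% = enzyme with no compound and 100% = wells without enzyme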
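System – human alpha-thrombin protein · Reagent – Boc-VPR-AMC substrate, 15 µM final · Compound – 5 µM single dose in 0.2% DMSO · Schedule – reaction at room temperature · Technique – AMC fluorescence at 355 nm excitation and 460 nm emission · Read-out basis – % inhibition relative to enzyme controls and enzyme-free blanks · Control set – no-compound enzyme wells and no-enzyme blanks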
PERK inh: human PERK inhibition, primary cell-based screen; Q9NZJ5; CHO PERK-DD fusion, SEAP luminescence translation reporter; inhibition, % at 5.6 µM; hit rate 0.17% among 220,000; AID 1416;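 active = inhibition above the mean inhibition of all tested compounds plus 3 SD, set separately per screening campaign, cut at about 2.9% in these data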;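 also: PERK kinase domain activated by AP20187 dimerizer at 100 nM; 0% = DMSO with dimerizer and 100% = rapamycin at 8.4 µM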
FXIa inh 1536: factor XIa (human) inhibition; hit rate 0.14% among 220,000; P03951; inhibition, % at 5 µM; purified FXIa, Boc-Glu-Ala-Arg-AMC fluorogenic substrate;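 active = inhibition of at least 40%; inactive = inhibition below 40%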;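 also: fluorescence of freed AMC excited at 355 nm; 0% = enzyme without compound and 100% = no enzyme blank; many of its hits are not listed in these tables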
FXIIa inh: inhibitors of human coagulation factor XIIa | P00748 | inhibition, % at 5 µM | hit rate 0.3% among 220,000 | AID 800 | purified FXIIa, Boc-QGR-AMC fluorogenic substrate, 2 h; in the data active = inhibition above about 40%;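 also: 0% = enzyme with no compound and 100% = blank without enzyme; many of its hits are not listed in these tables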
p97 inhibitor: inhibitors of human p97 ATPase | hit rate 0.42% among 220,000 | recombinant p97 ATPase, Kinase-Glo ATP luminescence, 3 h | P55072 | inhibition, % at 8 µM | AID 1481; in the data active = inhibition above about 15%;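 also: 0% = DMSO vehicle and 100% = wells lacking enzyme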
KCC2 mod: modulators of human KCC2 chloride dependent transport | Q9H2X9 | B-score of Tl+ flux slope (higher = more flux/activation; lower = inhibition) at 10 µM | hit rate 2.2% among 190,000 | KCC2 cells, thallium flux FluoZin-2 fluorescence | AID 1456;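 active = thallium flux slope and its plate-corrected score both differing from the plate sample mean at a set confidence after two filtering rounds, in either direction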;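 also: slope of fluorescence scaled to starting intensity during 10 to 20 s after thallium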
Target sequence (Q9H2X9 whole entry, looked up): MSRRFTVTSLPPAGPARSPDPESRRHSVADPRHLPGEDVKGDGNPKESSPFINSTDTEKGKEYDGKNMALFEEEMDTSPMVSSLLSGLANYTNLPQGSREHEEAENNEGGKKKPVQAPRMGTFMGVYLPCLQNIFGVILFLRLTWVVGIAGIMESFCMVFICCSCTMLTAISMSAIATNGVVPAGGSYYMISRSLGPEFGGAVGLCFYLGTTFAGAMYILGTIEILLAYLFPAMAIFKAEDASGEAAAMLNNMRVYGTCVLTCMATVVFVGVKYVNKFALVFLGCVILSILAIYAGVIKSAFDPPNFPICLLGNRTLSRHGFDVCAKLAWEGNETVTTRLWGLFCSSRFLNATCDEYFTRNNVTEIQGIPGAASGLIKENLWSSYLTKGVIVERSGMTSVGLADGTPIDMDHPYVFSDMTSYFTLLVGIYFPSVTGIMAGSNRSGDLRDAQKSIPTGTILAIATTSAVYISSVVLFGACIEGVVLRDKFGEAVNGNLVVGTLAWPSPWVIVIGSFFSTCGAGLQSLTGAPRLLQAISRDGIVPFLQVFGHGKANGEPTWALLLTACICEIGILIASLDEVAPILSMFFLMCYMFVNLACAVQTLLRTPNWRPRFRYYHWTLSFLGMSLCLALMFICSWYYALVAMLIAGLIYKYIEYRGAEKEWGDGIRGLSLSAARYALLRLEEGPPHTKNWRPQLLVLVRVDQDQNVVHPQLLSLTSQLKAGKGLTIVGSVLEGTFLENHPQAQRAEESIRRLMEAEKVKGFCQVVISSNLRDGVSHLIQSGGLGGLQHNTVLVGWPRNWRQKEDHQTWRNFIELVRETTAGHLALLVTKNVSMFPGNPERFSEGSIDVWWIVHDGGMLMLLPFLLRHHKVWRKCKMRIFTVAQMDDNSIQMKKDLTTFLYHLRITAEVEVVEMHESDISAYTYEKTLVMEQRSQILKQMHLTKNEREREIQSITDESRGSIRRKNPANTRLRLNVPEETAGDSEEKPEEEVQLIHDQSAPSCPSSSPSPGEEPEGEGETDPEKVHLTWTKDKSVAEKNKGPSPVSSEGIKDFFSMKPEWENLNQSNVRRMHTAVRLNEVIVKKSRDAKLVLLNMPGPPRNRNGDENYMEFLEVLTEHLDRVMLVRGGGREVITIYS
Wee1 degr inh: blocks degradation of human Wee1 kinase; HeLa Luc-Wee1K328M stability, luciferase luminescence; 100% = proteasome inhibitor MG132 effect; reporter increase, % at 5 µM; hit rate 1.2% among 220,000;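 active = activation above the mean of all tested compounds plus 3 SD, set per screening run, cut at about 8.8% in these data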;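 also: cells exposed to compound for 20 h before luminescence read; 0% = DMSO alone and 100% = MG132 at 30 µM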
Furin inh: human furin inhibition; purified furin, fluorogenic substrate cleavage; inhibition, % at 30 µM; hit rate 0.061% among 220,000; AID 463115; in the data active = inhibition above about 25%; also: inactives centre near -15
The depositor's hits bear a star; · = not tested or not shown; [ ] = dose if it differs, or a comment. An unsorted share of the library; about 4.4% have a hit in one of these screens.

SMILES	KLK5 inh	Thrombin inh	PERK inh	FXIa inh 1536	FXIIa inh	p97 inhibitor	KCC2 mod	Wee1 degr inh	Furin inh
COc1ccccc1-c1cc(C(=O)Nc2cc(C)nn2-c2ccccc2)no1	-1.1	-7.2	-0.5	-9.2	-8.8	-4.0	0.605	1.6	-12.9[20 µM]
CCn1c(CNC(=O)c2ccc(OC)c(OC)c2)nnc1SCC(=O)Nc1ccccc1	-13.1	2.1	-0.5	4.3	11.3	2.9	-0.279	4.4	-31.3
COc1ccc(C2=C(C=C(C#N)C#N)C(c3ccccc3C)c3ccccc3O2)cc1OC (stereo unspecified)	-13.7	-5.2	-0.3	10.2	17.9	0.7	0.605	3.1	-11.5
Cc1oc(-c2ccccc2Cl)nc1CSc1nc2c(c(=O)[nH]1)CCCC2	7.8	3.3	1.4	2.9	16.7	-3.0	-1.54	7.8	-15.3
COc1cc(NC2c3ccccc3C(=O)N2c2ccc(C)cn2)cc(OC)c1OC (stereo unspecified)	-5.3	0.0	-0.1	2.3	-1.1	-2.0	0.921	-0.3	-12.2
COC(=O)CCC(=O)N1CCc2cc(S(=O)(=O)N3CCc4ccccc43)ccc21	16.6	10.9	-1.2	7.9	12.0	-3.8	-0.634	1.4	-11.3
COc1cccc(NC(=O)C23CCC(C)(C(=O)O2)C3(C)C)c1 (stereo unspecified)	17.6	1.0	-0.1	-0.6	7.6	-2.5	-0.182	-0.8	-14.3[20 µM]
COc1ccc2c(c1)CC/C(=C/c1cc(OC)c(OC)c(OC)c1)C2=O	-8.1	-9.6	0.5	-3.0	5.7	0.4	-3.09	-2.0	-22.6
O=C(CN1CCCC1)NC(=O)NC1CCCC1	-2.2	-9.2	1.7	-3.3	2.1	4.2	0.453	0.8	-30.3
O=C(COC(=O)CCC1CCCC1)NCc1ccc(Cl)cc1	-2.4	12.4	0.2	-5.2	6.2	-1.3	-0.0725	3.4	-26.7
CC(C(=O)NC(=O)NC1CCCCC1)N1CCN(C(c2ccccc2)c2ccccc2)CC1 (stereo unspecified)	-6.4	3.8	0.8	-8.0	13.8	2.7	-0.602	-1.3	-0.5[20 µM]
O=C(Cc1ccccc1)N/N=C/c1ccc2c(c1)OCO2	-2.4	-6.6	0.2	-0.8	-1.9	2.7	1.62	-0.7	-31.4
Cc1cccc(C)c1NC(=O)CS(=O)CC(=O)Nc1ccc(F)cc1F (stereo unspecified)	-7.9	1.1	-0.2	2.0	6.6	-3.0	-0.00978	1.5	-10.1[20 µM]
CSc1nc(Cl)c(Cc2ccc(OC(C)C)cc2)c(N2CCOCC2)n1	16.2	-3.6	-1.1	-6.1	3.4	-6.8	·	1.5	-11.8[20 µM]
Cc1c(C(=O)N2CCC(C)CC2)sc2ncnc(N3CCN(c4ccccc4)CC3)c12	-20.1	5.3	1.8	-12.0	-8.3	0.7	·	0.0	-11.0[20 µM]
CN(C)CCNC(=O)c1ccc(COc2ccc(Cl)cc2Cl)cc1	6.3	-4.0	-0.9	-2.7	8.1	-3.0	0.873	-0.1	-8.1[20 µM]
Cc1nn(-c2ccccc2)c(Cl)c1/C=N\NC(=O)c1cncc(Br)c1	-7.4	-3.5	0.3	6.7	7.2	3.4	-0.59	-0.6	-15.9
CCOC(=O)c1cc(NC(=O)N2CCCCC2)c(C)nc1C	-8.8	-5.9	1.0	-6.3	4.2	-5.5	0.116	0.9	-9.9[20 µM]
Cc1ccc(NC(=O)CCNC(=O)c2ccc([N+](=O)[O-])cc2)cc1S(=O)(=O)N(C)C	0.7	-6.3	0.5	4.1	·	-0.7	-0.907	-2.5	-26.6
COc1ccc(-c2csc(N(C)C(=O)c3cccs3)n2)cc1	1.4	-4.7	0.7	-1.7	7.6	4.5	-0.437	-3.8	-33.0
O=S1(=O)CC2N=C(N(Cc3c(F)cccc3Cl)c3ccccc3F)SC2C1 (stereo unspecified)	-7.0	-4.3	-0.3	6.7	10.1	4.5	-0.943	4.5	-18.8
COc1ccc(CNCc2cn(-c3cccc(F)c3)nc2-c2ccc(C)o2)cc1	·	-6.6	0.3	0.8	4.8	-3.7	·	0.6	-11.4
CCC(C)[C@H](N)c1nnc(SCC(=O)c2ccc(Cl)cc2)o1 (stereo partly specified)	-11.4	-4.0	-0.2	-2.8	9.1	-3.1	-0.263	-0.9	-18.4[20 µM]
Cc1ccc(CN2CCN(Cc3c[nH]c4ccccc34)CC2CCO)o1 (stereo unspecified)	-3.2	-4.5	0.4	-5.7	3.4	3.1	-0.783	1.3	-8.9
Cc1ccc(OCc2nc(C#N)c(NCCCn3ccnc3)o2)cc1	-14.1	-2.3	0.0	-8.0	5.7	-2.7	-0.817	-2.7	-21.1
CSc1ccc(C2c3[nH]c4ccccc4c3CCN2C(=O)c2cc(C)n(C)n2)cc1 (stereo unspecified)	-2.8	-4.1	-0.4	-3.2	3.1	-1.2	-0.362	1.7	-14.0
CCC(NC(=O)c1ccc(C#CC2(O)CCCCC2)cc1)C(=O)O (stereo unspecified)	-13.7	3.6	1.9	0.2	3.9	0.0	-0.0557	1.4	-12.3
CN1C(=O)C(O)(C2COC(C)(C)CC2=O)c2cc(Br)ccc21 (stereo unspecified)	3.0	-3.4	1.2	-1.0	8.7	5.2	1.46	2.2	-24.6[20 µM]
Cc1ccc(CNC(=O)[C@H](C)[C@H]2C[C@]2(C)[C@H](NC(=O)OCc2ccccc2)c2ccccc2)o1	-5.4	0.2	-0.8	16.3	24.7	0.9	-1.23	-1.5	-7.2
CCN(CC)C(=O)C(=O)c1cccn1-c1cccc(Cl)c1C#N	-4.3	3.0	-0.2	-2.3	12.1	4.3	0.421	-1.1	-19.2[20 µM]
CCN(CC)S(=O)(=O)c1ccc(C(=O)Nc2nnc(COC)o2)cc1	6.0	-5.0	1.4	-1.5	1.9	0.4	0.58	1.1	-29.7
COc1ccc(CN(Cc2cccn2C)C(=O)c2cc3cc(OC)ccc3[nH]2)cc1	5.7	-0.1	0.1	5.9	12.4	12.2	0.15	3.8	-22.7
COC(=O)c1cc(C(=O)Nc2ccc(C)cn2)cc([N+](=O)[O-])c1	1.5	-2.1	-0.9	6.2	16.6	-6.7	0.605	-2.6	-11.7[20 µM]
N#Cc1c(NC(=O)CCC(=O)O)sc2c1CCCCC2	1.7	-14.6	0.4	-2.3	6.7	-0.9	0.424	-2.8	-21.6
Cc1cc(=O)oc2cc3c(cc12)OCCO3	-70.7	-3.2	0.6	-6.8	-9.6	-0.9	0.326	-2.2	-36.6
Nc1nc(CCl)nc(Nc2ccccc2)n1	5.9	-10.1	1.0	-0.5	9.7	6.6	1.25	2.5	-22.2
Cc1nnc(NC(=O)CSc2nc(CC(C)C)nc3c2c(=O)n(C)c(=O)n3C)s1	-0.9	0.6	1.5	-4.6	7.6	-0.5	0.227	-1.6	-14.0
COc1ccc2[nH]c(=O)c(CN(c3ccc(C)c(C)c3)S(C)(=O)=O)cc2c1	-3.8	-8.3	-0.2	-7.8	4.3	2.6	0.0762	2.9	-13.5
CC(=O)Nc1sc2c(c1CN1CCN(c3ccc(F)cc3)CC1)CCCC2	6.2	-1.6	-1.4	0.0	9.7	-6.7	-1.3	0.0	-12.5[20 µM]
Cc1ccc(NS(=O)(=O)c2ccc(OCC(=O)Nc3cccc([N+](=O)[O-])c3)c(C)c2)cc1	-4.9	-9.3	-0.7	-3.7	4.1	3.4	-0.048	0.6	-15.6[20 µM]

Sorted by heavy-atom count (ascending): part of the list above
SMILES	KLK5 inh	Thrombin inh	PERK inh	FXIa inh 1536	FXIIa inh	p97 inhibitor	KCC2 mod	Wee1 degr inh	Furin inh
CCN(CC)S(=O)(=O)c1ccc(C(=O)Nc2nnc(COC)o2)cc1	6.0	-5.0	1.4	-1.5	1.9	0.4	0.58	1.1	-29.7
COc1ccc2[nH]c(=O)c(CN(c3ccc(C)c(C)c3)S(C)(=O)=O)cc2c1	-3.8	-8.3	-0.2	-7.8	4.3	2.6	0.0762	2.9	-13.5
Cc1nnc(NC(=O)CSc2nc(CC(C)C)nc3c2c(=O)n(C)c(=O)n3C)s1	-0.9	0.6	1.5	-4.6	7.6	-0.5	0.227	-1.6	-14.0

Later entries.
SMILES	KLK5 inh	Thrombin inh	PERK inh	FXIa inh 1536	FXIIa inh	p97 inhibitor	KCC2 mod	Wee1 degr inh	Furin inh
Cc1c(NC(=O)Nc2cccc(Cl)c2)c(=O)n(-c2ccccc2)n1C	1.1	-2.8	-1.0	-1.4	8.6	5.8	0.881	5.7	-22.1
Cc1ccc(CN2C(=O)N/C(=C\c3ccc(N4CCOCC4)cc3)C2=O)cc1	-13.7	-7.4	0.2	-2.5	-1.9	3.0	0.592	-0.8	-23.4
CCOC(=O)C1CCN(S(=O)(=O)c2ccc(OCC)cc2)CC1	-0.5	4.1	-0.5	2.9	15.3	-7.3	-0.15	-0.5	13.0[20 µM]
N#CCSc1ccc(-c2nc3ccccc3[nH]2)cn1	-5.5	-4.2	0.8	-4.1	1.1	-1.4	-0.311	2.5	-13.5
CCOC(=O)C1CCN(S(=O)(=O)Cc2ccc(Cl)cc2)CC1	-13.0	-7.8	1.2	3.2	11.5	-0.2	-1.17	-2.1	-18.0[20 µM]
Cc1cccc(C)c1NC(=O)COC(=O)C1Cc2ccccc2CN1C(=O)c1ccccc1 (stereo unspecified)	-22.3	-12.6	-1.1	-4.0	-6.2	-5.9	0.718	2.1	-7.7
CCC(=O)NC(=S)Nc1ccc(S(=O)(=O)NC(C)C)cc1	-0.5	3.8	-0.5	5.4	16.7	4.5	·	1.2	-16.9[20 µM]
COc1ccc2cc(C(=O)Nc3c(C)n(C)n(-c4ccccc4)c3=O)sc(=O)c2c1OC	6.1	5.8	1.3	6.2	14.0	-4.2	1.09	6.4	-1.5
Cc1cc(=O)n(CC=C(Cl)Cl)c2ccccc12	3.9	-4.0	0.8	1.3	5.4	-0.9	-0.599	1.4	-26.0
CC(C)(C)OC(=O)N1CCN(C(=O)[C@H](Cc2ccc(O)cc2)n2cc(CCO)nn2)CC1	1.8	-3.3	1.2	0.7	8.3	4.3	0.125	4.4	-35.9
Cn1ncc(N2CCN(C(=O)c3ccc(Cl)cc3)CC2)c(Cl)c1=O	7.8	-2.3	-0.1	-5.9	6.0	5.9	-0.906	-4.7	-11.2
Cn1c(Cn2nnc3ccccc32)nnc1SCC(=O)Nc1nccs1	-13.0	-15.8	0.0	-11.3	0.2	-5.0	-0.0695	1.8	-18.0
Cc1ccc(NC(=O)Nc2ccccc2C#N)c(Cl)c1	-4.2	-6.8	0.3	2.3	11.9	1.5	-0.0383	2.6	-32.9[20 µM]
COc1ccc(NC(=O)c2cccnc2N2CCOCC2)cc1	-7.8	-1.8	1.1	-4.8	4.4	-2.3	0.457	3.9	-13.0
Cc1nnc(NC(=O)CSc2nnc(-c3ccco3)o2)s1	-2.8	-0.6	0.3	2.0	-3.9	5.7	0.434	1.4	-24.7
Cc1ccc(S(=O)(=O)Nc2ccc(NC(=O)c3cccs3)cc2)cc1	-3.4	-8.5	0.1	-3.5	6.4	2.8	0.00486	-1.5	-21.8
Cc1cc(C)c(C(=O)Nc2ccc(C)c(C)c2)c(CC(C)(C)C(=O)O)c1	-3.0	-3.9	1.6	1.2	1.6	11.0	0.125	1.5	-15.6
O=S(=O)(NC(=S)NC1CCCCC1)c1ccccc1	-1.8	-16.5	-0.3	-3.6	3.6	-1.9	5.48	-1.7	-13.1
CCC(c1nnc(SCC(=O)Nc2nnc(-c3ccccc3)o2)o1)N(C)C (stereo unspecified)	-11.3	-3.9	1.2	-0.5	12.9	-1.7	0.138	-1.7	-7.8
CCc1c(C(=O)N2CCOCC2)csc1C	-6.0	-0.4	0.1	0.9	-11.4	-2.6	-0.496	0.6	-10.2[20 µM]

Screening data (PubChem BioAssay)
